Compound activity deposited in PubChem BioAssay by several laboratories.
TNAP activators = human TNAP enzyme activators, primary screen, biochemical, luminescent, no phosphate acceptor, uHTS (AID 1001); actives 0.03% (n = 200,000); one-dose activation fold at 20 µM; EC50 in µM for titrated hits; purified TNAP, luminescent activation assay, no phosphate acceptor; higher activation fold means a stronger effect; in the data active = activation fold from about 3, or a potency from the dose series; inactive = the rest, 99 in 100 with activation fold below about 1.6; note: many of its hits are not listed in these tables
M17LAP inhibition = P. falciparum M17LAP inhibitors, primary screen, biochemical, fluorogenic H-Leu-NHMec substrate, 1536-well (AID 1619); actives 0.38% (n = 220,000); inhibition, % at 30 µM; hits with a dose series show IC50 in µM; recombinant M17LAP, H-Leu-NHMec fluorogenic kinetic assay; higher % means a stronger effect;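 active = compound inhibiting the enzyme by more than half at any dose during confirmatory dose-response retesting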;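 note: plate controls were full reaction with DMSO carrier for no effect and no enzyme background for full effect; strong numbers were not always called active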
T cell modulator = modulates CD8 T cell binding to vesicles. calls only at 7 µM. actives 0.068% (n = 330,000). AID 2052. 2C CD8+ T cell-vesicle binding, flow cytometry; stronger effect = lower value;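 active = response, share of CD8 T cells binding vesicles, and their 90th percentile fluorescence all below set limits, cut at about 80% in these data, passing the limit was not always enough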
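Incubation: binding step 1.5 h, 37 °C, antibody labelling 20 min, ice; system: murine 2C transgenic CD8+ T lymphocytes; technique: cytometric PE anti-B7-1 and Alexa647 anti-CD8 signals after 1% paraformaldehyde fixation; also added: QL9-charged Drosophila Ld/ICAM-1/B7-1 vesicles; control set: naked versus QL9-loaded vesicles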
M1AAP inhibition = malaria alanyl aminopeptidase activity blockers – biochemical, fluorogenic H-Leu-NHMec substrate, 1536-well (AID 1445); actives 0.42% (n = 220,000); recombinant M1AAP, H-Leu-NHMec fluorogenic kinetic assay; higher % means a stronger effect; one-dose inhibition, % at 30 µM; IC50 in µM for titrated hits;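 active = primary inhibition above the hit cutoff, then over 50% inhibition at one or more dose response concentrations, cut at about 23% in these data, passing the limit was not always enough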;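 note: plate controls were DMSO full reaction for no effect and no enzyme background for full effect; strong numbers were not always called active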
RSV CPE inhibition = RSV antiviral activity via CPE protection, HEp-2 cells, primary 10 µM value included (AID 2391); HEp-2 cells, RSV-induced CPE inhibition; higher % means a stronger effect; CPE inhibition, % at 10 µM; hits with a dose series show IC50 in µM; actives 0.13% (n = 310,000); in the data active = a potency from the dose series; note: strong numbers were not always called active
UTI89 phage lysis = inhibition of K1F phage lysis, E. coli UTI89, bacterial capsule biogenesis inhibitors, alamar blue (AID 488966) | E. coli UTI89 K1F phage lysis, alamar blue, 2 h; higher % means a stronger effect | inhibition, % at 100 µM; hits with a dose series show IC50 in µM | actives 0.02% (n = 340,000);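 active = phage lysis inhibition, versus mean bacterial control, above a set limit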;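 note: capsule biogenesis inhibitors block K1F phage lysis so surviving cells raise fluorescence; higher fluorescence means more inhibition of phage lysis; actives were called in the ten point dose series up to 300 µM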
West Nile virus CPE = West Nile virus antiviral activity, cell-based, CPE readout (AID 1621) | actives 0.02% (n = 290,000) | CPE inhibition, % at 10 µM; hits with a dose series show IC50 in µM | West Nile virus-infected cells, CPE inhibition; higher % means a stronger effect; in the data active = a potency from the dose series; note: strong numbers were not always called active
PMI inhibition = human PMI inhibitors, high substrate, primary screen, biochemical, fluorescence intensity, high mannose 6-phosphate (AID 1220); recombinant PMI enzyme, coupled fluorescence intensity; higher % means a stronger effect; inhibition, % at 20 µM; hits with a dose series show IC50 in µM; actives 0.66% (n = 190,000)
human PMI inhibition = MPI enzyme activity inhibition – biochemical, fluorescence intensity, coupled assay, primary screen (AID 1209); actives 0.42% (n = 190,000); purified PMI enzyme, coupled fluorescence intensity; higher % means a stronger effect; inhibition, % at 20 µM, or IC50 in µM where a hit was titrated;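 note: plate controls were DMSO vehicle for no effect and wells lacking substrate for full effect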
T cell modulator vesicle-bound % = second read-out of T cell modulator, no call of its own (marks repeat the call); double positive events, %; measured here: CD8+ vesicle-bound cell fraction;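 binding gate set so that unloaded-vesicle control wells show 10% double positive cells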
Starred values were filed as active, the others as inactive; i = inactive; . = no result given; [ ] = dose if it differs, or a comment. Cut-off read from the data, not from the text of the source, unless noted: active = inhibition above about 50%; inactive = the rest.

SMILES	TNAP activators	M17LAP inhibition	T cell modulator	T cell modulator vesicle-bound %	M1AAP inhibition	RSV CPE inhibition	UTI89 phage lysis	West Nile virus CPE	PMI inhibition	human PMI inhibition
Cc1cccc(OCCOC(=O)c2c(-c3ccccc3)noc2C)c1	.	.	i	55	.	0.6%	-0.2%	-0.9%	.	.
CN(C)CCNC(=O)c1ccc(-c2nn(C)c(=O)c3ccccc23)cc1	1.1	7%	i	13	16%	-1.6%	0.0%	-0.1%	4%	0%
OCCc1ccc(O)c(-n2nc3ccccc3n2)c1	.	.	i	42	.	4.4%	2.5%	-0.4%	.	.
COCC(=O)Nc1c(C(=O)N2CCCC2)oc2ccccc12	.	.	i	49	.	0.9%	0.4%	-0.3%	.	.
COC(=O)CC1C(=O)NCCN1C(=O)c1ccc([N+](=O)[O-])cc1 (stereo not drawn)	.	.	i	13	.	2.1%	0.2%	1.4%	.	.
COc1ccc(CCn2c(=N)c(C(=O)NCc3ccco3)cc3c(=O)n4cccc(C)c4nc32)cc1	1	-2%	i	13	1%	.	0.7%	-0.4%	12%	0%
Cc1cc(/C=C2/NC(=O)N(Cc3ccccc3F)C2=O)c(C)n1C	1.1	1%	i	58	-2%	0.5%	1.2%	-0.5%	7%	-6%
Cn1c(Cn2c(=O)sc3ccccc32)nnc1SCC(=O)N1CCN(c2ccccc2)CC1	1.1	-2%	i	59	8%	0.4%	-0.9%	.	-10%	-7%
O=C(COc1cc2oc(=O)c3c(c2cc1Cl)CCC3)NCCCn1ccnc1	.	.	i	7	.	0.9%	0.2%	-0.5%	.	.
CCCN1CCC(=O)N([C@H](COc2ccccc2)c2ccccc2)CC1	.	.	i	13	.	-1.2%	0.8%	-1.2%	.	.
COc1ccc(CCNC(=O)CN(Cc2ccc(Cl)cc2)S(C)(=O)=O)cc1	.	.	i	52	.	0.9%	-0.6%	-2.2%	.	.
Fc1cc(Cl)ccc1NC1=NCCCCC1	.	.	i	33	.	1.1%	0.1%	-0.4%	.	.
COc1ccc(S(=O)(=O)N(CC(=O)NC2CC2)C2CCCCC2)cc1Cl	1.1	13%	i	8	-1%	0.2%	4.2%	-0.2%	1%	10%
O=C(COc1ccc(Cl)cc1)NCC(=O)N/N=C/c1cccs1	1	6%	i	20	-3%	-2.2%	0.7%	-0.7%	5%	3%
C=CCNC(=S)N(CC=C)C1CCS(=O)(=O)C1 (stereo not drawn)	0.9	9%	i	41	6%	0.9%	-1.9%	0.0%	-6%	0%
CCCCC(=O)OCC(=O)N1N=C(c2c[nH]c3ccccc23)C(O)C1c1ccc(OC)cc1 (stereo not drawn)	.	.	i	63	.	5.1%	0.2%	-0.7%	.	.
CCOC(=O)c1sc(NC(=O)CNC(=O)Cn2cnc3sc(C)c(C)c3c2=O)nc1C	1	2%	i	32	1%	1.3%	0.1%	0.5%	11%	10%
CNC(=S)N1CCN(c2ccccc2OC)CC1	1	8%	i	17	-2%	3.8%	-0.1%	0.4%	16%	11%
Cc1cccc(C(=O)NNS(=O)(=O)c2ccccc2[N+](=O)[O-])c1	1	35%	i	57	0%	1.5%	0.6%	0.3%	-33%	-24%
CC(=O)c1ccc(N2C(=O)[C@@H]3C(CCC(N)=O)NC4(C(=O)Nc5c4ccc(Cl)c5C)[C@@H]3C2=O)cc1 (stereo partly drawn)	1.1	19%	i	36	5%	2.2%	1.4%	-0.1%	6%	4%
CCSc1nnc(NC(=O)c2nc(S(=O)(=O)Cc3ccc(F)cc3)ncc2Cl)s1	.	.	i	4	.	-2.3%	0.1%	-0.6%	.	.
Cc1ccc(CN(Cc2cc3cccc(C)c3[nH]c2=O)C(=S)NCCCN(C)C)cc1	1.1	13%	i	20	0%	2.3%	0.7%	52%	8%	5%
Cc1ccc(C(=O)Nc2c3c(nn2C(C)(C)C)CS(=O)(=O)C3)cc1C	1.1	13%	i	57	6%	1.2%	11%	0.4%	13%	9%
Cc1csc2c(N3CCN(C(=S)Nc4ccc(C(F)(F)F)cc4)CC3)ncnc12	.	19%	i	18	6%	12%	3.1%	-0.1%	.	.

Part of the list above, set out differently.
> CCOC(=O)c1sc(NC(=O)CNC(=O)Cn2cnc3sc(C)c(C)c3c2=O)nc1C
- TNAP activators = 1
- M17LAP inhibition = 2%
- T cell modulator = i
- T cell modulator vesicle-bound % = 32
- M1AAP inhibition = 1%
- RSV CPE inhibition = 1.3%
- UTI89 phage lysis = 0.1%
- West Nile virus CPE = 0.5%
- PMI inhibition = 11%
- human PMI inhibition = 10%

> Cc1cccc(C(=O)NNS(=O)(=O)c2ccccc2[N+](=O)[O-])c1
- TNAP activators = 1
- M17LAP inhibition = 35%
- T cell modulator = i
- T cell modulator vesicle-bound % = 57
- M1AAP inhibition = 0%
- RSV CPE inhibition = 1.5%
- UTI89 phage lysis = 0.6%
- West Nile virus CPE = 0.3%
- PMI inhibition = -33%
- human PMI inhibition = -24%

Other structures follow.
SMILES	TNAP activators	M17LAP inhibition	T cell modulator	T cell modulator vesicle-bound %	M1AAP inhibition	RSV CPE inhibition	UTI89 phage lysis	West Nile virus CPE	PMI inhibition	human PMI inhibition
O=C(Nc1ccccc1-c1nnc(SCc2ccccc2)o1)c1ccccc1	1.1	5%	i	14	-1%	11%	0.1%	-1.2%	-1%	2%
CNC(=S)Nc1ccc2nc(C)c(C)nc2c1	0.9	-5%	i	19	5%	-0.5%	0.2%	0.2%	38%	2%
S=C(Nc1ccc2nc(-c3ccccn3)c(-c3ccccn3)nc2c1)N1CCCCC1	1.1	-35%	.	.	7%	.	0.2%	0.1%	.	.
COc1ccc(CNC(N)=O)cc1	.	-13%	i	43	1%	-0.1%	0.1%	-0.4%	.	.
O=C1c2ccccc2C2(c3cc(C(F)(F)F)cc(C(F)(F)F)c3)NCCN12 (stereo not drawn)	.	.	i	44	.	2.3%	-0.6%[50 µM]	-0.3%	.	.
Cn1cccc1C(=O)OCc1ccc(C(C)(C)C)cc1	.	.	i	28	.	0.9%	0.0%	0.3%	.	.
Cc1ccc(S(=O)(=O)NC(=O)c2cc(C)n(CC(c3ccccc3)N(C)C)c2C)cc1 (stereo not drawn)	1.1	5%	i	24	-7%	2.6%	-0.5%	0.4%	-6%	-6%
COC(=O)c1ccc(NC(=O)NCCCl)cc1	1	3%	i	38	2%	17%	0.0%	0.1%	-12%	-24%
CCOc1ccc(NC(=O)CN(C)CC(=O)NC2CCCc3ccccc32)cc1OCC (stereo not drawn)	1	14%	i	42	-6%	2.6%	0.1%	-1.0%	1%	2%
Cc1ccc(C)c(N2CCN(C(=O)Cc3ccc(NC4=NC5CS(=O)(=O)CC5S4)cc3)CC2)c1 (stereo not drawn)	.	.	i	26	.	0.8%	-0.1%	-0.3%	.	.
O=C(N[C@@H](Cc1c[nH]c2ccccc12)C(=O)NC1CC1)c1ccccc1Cl	1.1	19%	i	21	4%	1.7%	4.4%	-0.7%	-1%	2%
Cc1ccc(C(=O)N/C(=C\c2ccc3c(c2)OCO3)C(=O)N2CCOCC2)cc1	.	.	i	66	.	0.4%	1.4%[50 µM]	-0.9%	.	.
COc1ccc2cc(C3CC(c4ccco4)=NN3C(=O)CCC(=O)O)c(Cl)nc2c1 (stereo not drawn)	1.2	24%	i	39	3%	0.4%	3.7%	-0.3%	-7%	6%
CC(C)c1ccc(NC(=O)CCN2C(=O)[C@@H]3Cc4ccccc4CN3C2=O)cc1	.	.	i	48	.	0.1%	-0.2%	-0.3%	.	.
CC1Cc2ccccc2N1C(=O)Cn1cnc2c1c(=O)n(C)c(=O)n2C (stereo not drawn)	.	.	i	46	.	1.7%	2.2%[50 µM]	-0.1%	.	.
COc1cccc(C(=O)C2CCCN(CC3=Cc4cc(OC)ccc4OC3)C2)c1 (stereo not drawn)	1.1	3%	i	54	2%	12%	0.1%	-0.1%	-1%	7%
Cc1cccc(NC(=O)[C@@H](CC(C)C)NC(=O)[C@@H]2Cc3ccccc3CN2)c1	.	.	i	32	.	0.3%	0.4%	-0.3%	.	.
COc1ccc(Cc2nnc(NC(=O)c3ccc(OC(C)=O)cc3)s2)cc1OC	.	.	i	63	.	3.3%	-0.2%	0.3%	.	.
COc1ccc(F)cc1CSc1nnnn1-c1ccc(O)cc1	.	.	i	27	.	17%	0.1%	0.4%	.	.
CNC[C@H](O)c1cccc(O)c1	1.1	-8%	i	62	-6%	8.7%	0.2%	0.1%	-3%	-2%
O=C(OCc1nnc(-c2ccccc2)o1)c1cc(F)c(F)cc1Cl	1	-1%	i	16	-1%	0.7%	0.2%	-0.3%	4%	2%
COCCCN1CCc2[nH]c(=S)[nH]c(=O)c2C1	1	16%	i	6	3%	1.3%	1.1%[50 µM]	0.7%	6%	3%
COc1ccc(NC(=O)CCS(=O)(=O)c2cccc3nonc23)c(OC)c1	1.1	-3%	i	20	2%	1.8%	6.0%	-0.4%	-3%	4%
COc1ccc(-n2c(O)c(C=Nc3ccccc3)c3ccccc3c2=O)cc1OC	.	-4%	i	62	-2%	0.3%	0.1%	-0.4%	.	.
CCN1C(=O)[C@H]2[C@@H](c3ccc(C)cc3)N3C(=O)N(c4ccccc4)C(=O)[C@@]3(CC)[C@H]2C1=O	.	.	i	50	.	3.2%	0.2%	-1.0%	.	.
CC(NC(=O)COC(=O)c1cc([N+](=O)[O-])ccc1N1CCOCC1)c1ccccc1 (stereo not drawn)	.	.	i	22	.	2.9%	0.9%[50 µM]	-0.4%	.	.
Cc1cc(NC(=O)CN2C(=O)c3ccccc3C2=O)no1	.	.	i	38	.	1.6%	-1.0%	0.3%	.	.
Cc1ccc(OC(C)C(=O)Nc2ccc3c(c2)n(C)c(=O)n3C)c(C)c1 (stereo not drawn)	.	.	i	59	.	1.1%	-0.6%	-1.4%	.	.
O=C(COc1cc(Cl)c(Cl)cc1Cl)NCCc1ccccn1	1.1	2%	i	62	3%	2.7%	0.2%	-0.8%	4%	2%
CS(=O)(=O)Nc1ccc(C(=O)NCCSCc2ccccc2)cc1	1	-1%	i	44	-1%	1.1%	2.3%	0.1%	6%	5%
COc1ccc(NC(=O)CSc2nc(NS(=O)(=O)c3ccccc3)cc(=O)[nH]2)cc1	1.1	52%	i	12	12%	0.6%	4.2%	0.5%	-10%	5%
Nc1c(N2CCN(c3ccccc3)CC2)c2ccccc2oc1=O	1.1	3%	i	14	2%	4.2%	1.4%	0.3%	26%	16%
COc1ccc(C(CNC(=O)c2cc(F)c(F)c(F)c2F)N2CCOCC2)cc1 (stereo not drawn)	1.1	1%	i	2	2%	-0.9%	2.1%	-0.6%	8%	11%
Cc1ccc(S(=O)(=O)Nc2ccc(C(=O)NCc3cccnc3)cc2)cc1	.	.	i	52	.	-0.3%	0.2%	0.3%	.	.
CC(=O)Nc1ccc(NC(=O)c2ccccc2N(C)S(=O)(=O)c2ccc(C)cc2)cc1	.	.	i	45	.	2.2%	0.2%	0.3%	.	.
